APJ ag: activates the human apelin receptor APJ | P35414 | 330,000 compounds, 0.11% hits | AID 2520 | activation, % at 20 µM | CHO-K1 APJ PathHunter beta-arrestin, luminescence; 0% DMSO wells, 100% apelin;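 active means activation more than six SD over the plate average, tested at 20 µM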;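 further: 0% = DMSO alone and 100% = apelin-13 at 10 nM; some results filed as inactive read as strong as hits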
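Test system – PathHunter CHO-K1 APJ (AGTRL-1) beta-arrestin reporter cells · Input – 1000 cells/well · Compound – single test compound dose, 20 µM final, 1% DMSO · Times – compound stimulation 90 min at 25 °C, detection 60 min · Technique – beta-gal luminescence · Read-out basis – APJ–arrestin association signal · Control set – negative DMSO alone, positive Apelin-13 at 10 nM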
CHOP UPR activ: activators of apoptotic arm of unfolded protein response (CHOP) | CHO-CHOP luciferase reporter, UPR activation, luminescence; percent of tunicamycin response over DMSO baseline | activation, % at 10 µM | 330,000 compounds, 0.34% hits;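 active means at 10 µM dose, activation of 40% or more, normalized to positive control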;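 further: 100% = tunicamycin at 10 µg/mL and 0% = DMSO alone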
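Dosing – one dose, 10 µM in 0.5% DMSO · System – CHO-CHOP cells, stable luciferase reporter of PERK-eIF2a-CHOP signalling · Input – 500 cells/well · Control set – tunicamycin 10 µg/mL final as positive, DMSO-only wells as negative · Timing – 6 h compound treatment, 37 °C · Measure – % activation vs tunicamycin · Technique – luminescence read with Steady-Glo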
Mdm2 MdmX PPI: disrupts the human Mdm2-MdmX interaction; O15151+Q00987; SaOS-2 split-luciferase Mdm2/MdmX complementation, luminescence; 330,000 compounds, 3% hits; inhibition, % at 8 µM;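 active means inhibition of at least 50% at 8 µM in the primary screen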
Target sequence (O15151 whole entry, looked up): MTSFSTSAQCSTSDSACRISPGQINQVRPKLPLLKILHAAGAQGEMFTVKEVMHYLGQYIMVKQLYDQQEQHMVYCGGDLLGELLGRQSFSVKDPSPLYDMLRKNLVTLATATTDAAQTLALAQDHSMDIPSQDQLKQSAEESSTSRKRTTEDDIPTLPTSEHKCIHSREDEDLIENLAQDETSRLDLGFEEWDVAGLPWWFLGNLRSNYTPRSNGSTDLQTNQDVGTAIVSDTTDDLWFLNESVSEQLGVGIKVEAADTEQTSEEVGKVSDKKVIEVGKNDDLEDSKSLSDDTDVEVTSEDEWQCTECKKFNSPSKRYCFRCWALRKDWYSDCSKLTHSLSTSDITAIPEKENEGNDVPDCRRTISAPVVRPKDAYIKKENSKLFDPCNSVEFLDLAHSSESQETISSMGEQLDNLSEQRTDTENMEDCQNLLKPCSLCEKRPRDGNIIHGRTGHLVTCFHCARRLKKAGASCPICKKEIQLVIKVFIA
Target sequence (Q00987 whole entry, looked up): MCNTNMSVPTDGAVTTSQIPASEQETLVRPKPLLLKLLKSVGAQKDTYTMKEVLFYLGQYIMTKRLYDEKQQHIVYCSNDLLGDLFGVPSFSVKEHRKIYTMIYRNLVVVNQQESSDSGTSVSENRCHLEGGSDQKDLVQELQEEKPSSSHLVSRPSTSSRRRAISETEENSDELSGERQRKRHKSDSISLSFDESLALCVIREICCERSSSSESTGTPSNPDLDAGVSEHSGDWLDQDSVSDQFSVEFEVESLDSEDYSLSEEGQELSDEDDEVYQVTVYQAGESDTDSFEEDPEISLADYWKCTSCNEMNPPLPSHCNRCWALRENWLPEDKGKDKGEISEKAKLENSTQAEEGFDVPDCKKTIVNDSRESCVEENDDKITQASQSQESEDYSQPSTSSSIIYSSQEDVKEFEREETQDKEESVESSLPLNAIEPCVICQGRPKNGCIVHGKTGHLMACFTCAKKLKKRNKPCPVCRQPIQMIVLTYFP
EBI2 antag: antagonists of human EBI2 receptor | P32249 | EBI2 beta-arrestin recruitment, luminescence, 7a,25-OHC stimulated | inhibition, % at 5 µM | 360,000 compounds, 0.81% hits | AID 651636; in the data active means inhibition above about 38%;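 further: enzyme fragment complementation signal reports receptor beta-arrestin coupling in cells; 0% = agonist plus DMSO wells and 100% = wells without agonist; some results beyond the cut were filed as inactive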
tim23-1 inh: growth inhibitors of tim23-1 mutant yeast; inhibition, % at 20 µM; 330,000 compounds, 1.3% hits; S. cerevisiae tim23-1 growth, BacTiter-Glo luminescence, 24 h;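 active means growth inhibition of the mutant yeast at or above 50%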;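 further: temperature-sensitive mutant grown at 25 °C; plate controls were DMSO-treated mutant yeast for no effect and medium wells lacking yeast for full effect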
CXCR6 block: blocks human CXCR6 beta-arrestin recruitment; O00574; CHO-K1 PathHunter CXCR6 beta-arrestin, luminescence; 360,000 compounds, 0.36% hits; AID 602244; inhibition, % at 20 µM; in the data active means inhibition above about 34%, passing the limit was not always enough;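 further: antagonist mode with CXCL16 agonist at 10 nM final; 0% = 10 nM CXCL16 with DMSO and 100% = unstimulated wells without agonist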
CCR6 antag: blocks CCL20-driven beta-arrestin recruitment at human CCR6. P51684. inhibition, % at 20 µM. CHO-K1 CCR6 PathHunter beta-arrestin, luminescence, CCL20-stimulated. AID 493098. 340,000 compounds, 0.49% hits;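 active means compounds whose inhibition of the agonist-driven luminescence signal at 20 µM reaches about 50%, limit read from the data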;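 further: cells stimulated with CCL20 at 14 nM final; plate controls were DMSO with CCL20 for no effect and DMSO without agonist for full effect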
APJ antag: APJ receptor antagonism | inhibition, % at 20 µM | P35414 | 330,000 compounds, 0.32% hits | CHO-K1 APJ beta-arrestin complementation, luminescence;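 active means inhibition above about 40% at 20 µM, limit read from the data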;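 further: cells challenged with 10 nM apelin-13 agonist together with compound; plate controls were apelin-13 plus DMSO wells for no effect and DMSO wells lacking apelin-13 for full effect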
XBP1 UPR activ: activators of adaptive arm of unfolded protein response (XBP1); CHO-XBP1 luciferase reporter, IRE1-XBP1 UPR activation, luminescence; percent of tunicamycin response, DMSO as zero; activation, % at 20 µM; 330,000 compounds, 0.33% hits;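 active means versus positive control, 20 µM dose yields 30% or more activation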;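 further: 100% = tunicamycin at 10 µg/mL and 0% = DMSO only wells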
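Material: CHO cell line with stable XBP1 luciferase reporter; schedule: 16-18 h cell attachment at 37 °C, then 6 h compound exposure; signal: glow luminescence from Steady-Glo reagent; medium: serum-containing F12 medium, 10% FBS; benchmarks: tunicamycin 10 µg/mL and vehicle-only wells; read-out: percent activation relative to tunicamycin reference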
An asterisk follows results filed as active; / = not tested or not shown. These rows are one share of the data, so the mix of outcomes need not match the whole.

Molecule | APJ ag | CHOP UPR activ | Mdm2 MdmX PPI | EBI2 antag | tim23-1 inh | CXCR6 block | CCR6 antag | APJ antag | XBP1 UPR activ
Cc1ccc(OCC(=O)NC(C)c2ccccc2)cc1C (configuration not stated) | 2 | -1.4 | -8 | 7 | 4 | 1 | 5 | 2 | -1
COc1ccc(Cc2nc3ccc(S(=O)(=O)N4CCOCC4)cc3[nH]2)cc1OC | 2 | -0.7 | 2 | -3 | 14 | -6 | 6 | -13 | -2
O=C(Nc1ccccc1)c1[nH]ncc1[N+](=O)[O-] | -3 | 1.6 | -5 | -12 | 7 | -1 | 9 | -10 | 4
COc1ccccc1C(=O)NC(=O)COC(=O)C1CC2CCCC(C1)C2=O (configuration not stated) | 2 | 0.4 | 13 | 0 | 2 | 3 | 17 | 18 | -2
CC1CCCC(NC(=O)CCn2c(=S)oc3ccccc32)C1C (configuration not stated) | -2 | -0.5 | 5 | 0 | 25 | 5 | 13 | -1 | -1
Clc1ccc(C2=Nc3cc(Cl)ccc3OC2)cc1 | -2 | 5.2 | -41 | -6 | 12 | -8 | -13 | 1 | 6
O=C1CN(C(=O)CSc2nc3ccccc3n2CCc2ccccc2)c2ccccc2N1 | 0 | -0.4 | -12 | -1 | 21 | 6 | -14 | 1 | -1
Cc1cc(Nc2ccccc2Cl)nc(-c2ccccc2O)n1 | -5 | -1.1 | 12 | 12 | 32 | 6 | 19 | -7 | -6
COc1ccccc1CNC(=O)C1Cc2ccccc2C(=O)O1 (configuration not stated) | 1 | 1.4 | 9 | -4 | 18 | 5 | 12 | 12 | 2
Cc1cc(C)c(S(=O)(=O)N(C)CC(=O)NCC2CCCO2)c(C)c1 (configuration not stated) | -1 | -0.2 | 0 | -2 | -1 | -2 | -1 | 4 | 3
COc1ccccc1CCNC(=O)CNC(=O)Cc1cccc2ccccc12 | -1 | 1.0 | 11 | 11 | 10 | -6 | 13 | -3 | 1
CCCC1(C(=O)OCC)NC(c2ccc(OC)cc2OC)C2C(=O)N(c3ccccc3)C(=O)C21 (configuration not stated) | -2 | -3.0 | -3 | 11 | 30 | 11 | 2 | 7 | -2
Cc1ccc(-n2nnnc2SCC(=O)N(CC(C)C)c2c(N)n(CC(C)C)c(=O)[nH]c2=O)cc1 | -1 | -1.1 | -18 | -1 | 21 | 2 | 15 | 8 | 4
CCNC(=O)C(=O)N1CCC2(CC1)OCCN2S(=O)(=O)c1ccc(C)cc1 | -4 | 0.6 | 0 | 6 | 4 | 7 | 3 | 6 | 0
CCC(=O)Nc1ccc(C(=O)CSc2nnc(-c3ccccc3F)n2C2CC2)cc1 | 3 | 0.2 | -3 | 0 | -3 | 3 | 14 | -17 | -2
CCC(CC)c1nnc(NC(=O)c2cc([N+](=O)[O-])ccc2N2CCOCC2)s1 | -5 | 1.7 | 6 | 0 | -2 | 11 | 26 | -1 | -4
COC(=O)Nc1ccc(N2CCOCC2)c(S(=O)(=O)N2CCOCC2)c1 | 5 | -0.1 | 7 | 0 | 5 | 1 | 13 | -6 | -3
O=C(CCCN1CCC(O)(c2ccc(Br)cc2)CC1)c1ccc(F)cc1 | -4 | -2.0 | 23 | 2 | 8 | 5 | 22 | 0 | -8
COc1ccc(C(=O)NCc2nnc(SCC(=O)c3ccccc3)o2)cc1 | -1 | 1.3 | 9 | -2 | 12 | 3 | -4 | 8 | -4
O=C(NCCN1CCN(C(=O)c2cccc(Br)c2)CC1)C(=O)Nc1ccc(Br)cc1 | -1 | 6.3 | 19 | 29 | 20 | 4 | 6 | -26 | 3
CCOc1ccccc1NC(=O)COc1coc(CN2CCc3ccccc3C2)cc1=O | 11 | -0.4 | -19 | 6 | 11 | -10 | 0 | -6 | 1
COC(=O)C1=C(O)/C(=C\c2ccc(CNC(=O)C(=O)Nc3ccc(C)c(C)c3)o2)N=C1C | -2 | 0.0 | 22 | 4 | -1 | 2 | -21 | -5 | 0
O=C(NCc1ccco1)C1CCN(c2nc3ccccc3n2Cc2ccccc2F)CC1 | -3 | 0.9 | 0 | 1 | 10 | 4 | 13 | 8 | 1
COc1cc(C(=O)Nc2ccc(S(=O)(=O)Nc3cnc4ccccc4n3)cc2)cc(OC)c1OC | -4 | -9.1 | 29 | 1 | 12 | -13 | 12 | 16 | -2
Cc1cccc(Nc2ncc3c(n2)CC(C)CC3=O)c1 (configuration not stated) | -1 | 6.7 | -54 | 20 | 34 | 4 | 23 | 6 | 4
Cc1ccccc1OCC(O)CNC1CCCC1 (configuration not stated) | -4 | 0.8 | 2 | 0 | -5 | 6 | -6 | -14 | -3
COc1cc(/C=N/NC(=O)c2c(C)nnn2-c2nonc2N)ccc1O | 1 | -0.1 | 37 | -10 | 6 | 0 | 12 | -5 | -2
Cc1nc(NCCN2CCOCC2)c2nnn(Cc3c(F)cccc3Cl)c2n1 | 6 | -0.3 | -34 | 3 | 5 | 7 | 11 | -8 | -3
CN1CCN(C(=O)c2cc3nc(-c4ccco4)cc(C(F)(F)F)n3n2)CC1 | -2 | 2.2 | -10 | -5 | 10 | 0 | 7 | -12 | 2
COc1ccc(-c2nnc(SCc3nnc(-c4ccccc4)o3)n2-c2ccccc2)cc1 | 0 | -3.0 | -6 | 27 | -16 | 4 | 23 | 10 | -5
Cc1nc(NC(=O)CSc2nnc(C)n2CC2CCCO2)sc1C (configuration not stated) | 0 | 4.2 | 28 | -2 | 10 | -7 | 3 | 11 | -2
Cc1ccc(C(=O)NC(C)C2CC3CCC2C3)cc1 (configuration not stated) | -1 | 1.9 | -14 | 0 | 26 | -3 | 6 | 13 | 1
Cc1ccc(-c2noc(CN(C(=O)c3ccc4c(c3)OCO4)C(C)C)n2)cc1 | -2 | -1.8 | 10 | 1 | 16 | 1 | 10 | 11 | 0
CC(=O)N1CCc2cc(S(=O)(=O)NCC(=O)NCc3ccc(F)cc3)ccc21 | -4 | 1.4 | 23 | 4 | -18 | 8 | 14 | 6 | -4
Cc1ccccc1N1CCN(Cc2cc3c(cc2[N+](=O)[O-])OCO3)CC1 | -1 | 1.7 | -4 | 11 | 25 | 0 | 11 | -4 | -3
O=C(C1CCCN(S(=O)(=O)c2ccccc2)C1)N1CCN(c2ncccn2)CC1 (configuration not stated) | -3 | 0.3 | -13 | -1 | 11 | -8 | -18 | 7 | -4
O=C(CSc1n[nH]c(-c2ccccn2)n1)Nc1ccccc1F | -4 | 0.0 | 35 | -4 | 14 | -2 | 22 | 10 | -6
Fc1ccc(NC(=S)Nc2ccc(Br)cc2)cc1 | 2 | 2.0 | 6 | 22 | 35 | -2 | 24 | 2 | 5
Brc1ccc(CSc2ncnc3nc[nH]c23)cc1 | -1 | 3.3 | 22 | -6 | 14 | -4 | -1 | 19 | 2
CC(C)C[C@@H](NC(=O)[C@H]1CCCN1C(=O)Cc1ccccc1)C(N)=O | -1 | 1.1 | -29 | -7 | 10 | -4 | 5 | -18 | 0
COC(=O)c1ccc(OCC(=O)Nc2ccsc2C(=O)OC)cc1 | -2 | -0.6 | -20 | -3 | -9 | 0 | 4 | 1 | 1
COCCN1CCN(C(=O)c2cc(COc3ccc(F)cc3Cl)on2)CC1 | 8 | 1.0 | 17 | 2 | 25 | 3 | -7 | -27 | -1
Cc1cc(NC(=O)CSc2nc3ccccc3n2CC(=O)N2CC(C)CC(C)C2)no1 (configuration not stated) | -2 | 0.4 | -21 | -6 | -12 | 3 | -1 | 5 | -3
O=C(NCCc1ccccc1)C1CCN(S(=O)(=O)N2CCCCCC2)CC1 | -3 | 1.3 | 22 | 3 | 17 | 5 | 10 | 18 | -2
CC(=O)c1cccc(NC(=O)CCNS(=O)(=O)c2cccc3nsnc23)c1 | 4 | 0.6 | 26 | -2 | 21 | -3 | 5 | -9 | -2
COc1cccc(C2N(c3cccc(Cl)c3)C(=O)C3CCCN32)c1 (configuration not stated) | -4 | -1.0 | 13 | 2 | 7 | -2 | 5 | 23 | -2
Cc1ccc2c(c1)SC1=NC(c3ccccc3)(C(F)(F)F)NC(=O)N12 (configuration not stated) | -2 | -1.1 | 9 | / | 12 | / | / | -3 | -1
Cc1ccc(C)n1N1C(=O)/C(=C\c2ccc(Cl)cc2)SC1=S | 5 | -0.1 | 29 | 13 | 7 | 0 | 0 | -14 | -1
CC(NC(=O)c1cccc(OC2CCN(C(=O)C3CC3)CC2)c1)c1ccc(F)cc1 (configuration not stated) | 2 | 1.7 | 5 | 8 | 8 | -5 | 17 | 3 | -5
CCn1c(N2CCN(CC(=O)c3c[nH]c4ccccc34)CC2)nc2c1c(=O)[nH]c(=O)n2C | -2 | -1.0 | 8 | -2 | -5 | -6 | 8 | -14 | -1
O=[N+]([O-])c1cccc(CN2CCC(Cc3ccccc3)CC2)c1 | -6 | 2.3 | -2 | 7 | 2 | 0 | 15 | 15 | -4
COc1cccc(=O)c2c(C)n(-c3ccc(C(=O)O)cc3)c(C)c12 | -3 | -2.0 | 0 | -14 | 18 | 6 | 3 | 1 | 4
NC(=O)CSc1nnc(-c2cccs2)n1-c1ccccc1 | -1 | 1.9 | 2 | -2 | 9 | 5 | 3 | 1 | 0
COC(C[C@H]1O[C@@H]1[C@H](O)[C@H](C)OCc1ccccc1)OC | -2 | 1.6 | 8 | -12 | 5 | -1 | -4 | -55 | 1
COc1ccc(CNC(=O)c2ccc(N3CCCC3=O)cc2)cc1 | 2 | 6.4 | -24 | 0 | 10 | 6 | 9 | -17 | 1
Cc1cc(C)c(NC(=O)CSc2nc3ncc(Br)cc3[nH]2)c(Cl)c1 | -1 | 2.9 | 6 | 6 | -8 | 3 | 9 | 7 | -4
O=C(NCCCN1CCOCC1)C(=O)c1c[nH]c2ccccc12 | -2 | 0.7 | 29 | 0 | 1 | -4 | 5 | 15 | 4
Cn1c(CO)cnc1-c1ccccc1 | 1 | -0.3 | -13 | -10 | 7 | 0 | -3 | -11 | 3
Cc1ccc(S(=O)(=O)NCCCNS(C)(=O)=O)cc1 | 1 | 0.5 | 5 | -1 | 13 | -5 | -5 | -15 | -2
NC(=O)COC(=O)c1sc2cc(F)ccc2c1Cl | 1 | 4.1 | -1 | -8 | 5 | 6 | 0 | -16 | 0

Compound activity: PubChem, Sanford-Burnham Center for Chemical Genomics
